Screening results: PubChem, Broad Institute
XiGFP reactiv = reactivates the inactive X chromosome in mouse fibroblasts; XiGFP mouse fibroblasts, % GFP-positive cells imaging, 3 d; cells co-treated with 5-aza-dC sensitizer; scaled so ellipticine positive control = 100%; activation, % at 7.58 µM; 360,000 compounds, 0.055% hits;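 active = mean normalized replicate activation at least 10% and every replicate at or above 10%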;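 note: 0% = median of on-plate neutral control wells and 100% = ellipticine 6 µM median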
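assay system = SV40-immortalized XiGFP fibroblast cells, line 68-5-11 | buffer or medium = DMEM plus 5-aza-dC sensitizer | doses = single-point pinned compound dosing | times = 3-day compound exposure, then 15 min fixation at room temperature | benchmarks = positive control ellipticine, 6 µM final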
EWS-Fli inh = EWS/Fli transcriptional activity inhibition | 350,000 compounds, 0.67% hits | inhibition, % at 12.6 µM | A673 NR0B1-luciferase reporter, viability-normalised;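 active = mean inhibition of at least 50% after viability correction, with every replicate also passing that limit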;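 note: firefly luciferase signal divided by Alamar Blue viability fluorescence both relative to DMSO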
E-sel inducer = E-selectin induction on HUVECs. 260,000 compounds, 0.37% hits. AID 686992. activation, % at 7.58 µM. HUVEC E-selectin immunofluorescence imaging; normalized: neutral wells 0, TNF-alpha wells 100;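 active = mean E-selectin-positive cell signal at least 10% of the positive control, reached in at least 60% of replicates, without over 20% cell loss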;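 note: in these data hits start at about 27%; measured in HUVEC primary endothelial cells; signal is the percent of cells scored E-selectin positive by PE staining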
Target sequence (P16581 whole entry, looked up): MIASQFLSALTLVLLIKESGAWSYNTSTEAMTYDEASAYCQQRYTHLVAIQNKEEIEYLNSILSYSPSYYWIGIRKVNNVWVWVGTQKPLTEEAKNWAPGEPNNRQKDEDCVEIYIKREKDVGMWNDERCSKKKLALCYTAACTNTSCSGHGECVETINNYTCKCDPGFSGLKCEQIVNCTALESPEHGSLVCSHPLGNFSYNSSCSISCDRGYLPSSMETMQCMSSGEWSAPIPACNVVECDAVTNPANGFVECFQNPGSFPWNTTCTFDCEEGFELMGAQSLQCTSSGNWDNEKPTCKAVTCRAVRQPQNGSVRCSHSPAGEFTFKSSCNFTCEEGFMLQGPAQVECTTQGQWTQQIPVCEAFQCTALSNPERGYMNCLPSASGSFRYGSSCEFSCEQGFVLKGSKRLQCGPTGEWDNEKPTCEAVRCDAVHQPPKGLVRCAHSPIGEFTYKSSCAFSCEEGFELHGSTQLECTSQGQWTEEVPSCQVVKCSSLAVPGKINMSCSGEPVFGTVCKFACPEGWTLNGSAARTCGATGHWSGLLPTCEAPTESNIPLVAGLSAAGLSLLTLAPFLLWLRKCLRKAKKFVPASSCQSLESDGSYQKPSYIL
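assay system = HUVEC, human umbilical vein endothelial cells | input = 3,000 HUVEC seeded per well | medium = EGM-2 growth medium on 0.1% gelatin-coated wells | dosing = one compound dose added by pin transfer | signal = immunofluorescence imaging | read-out basis = % PE-positive cells | control set = TNF-alpha, DMSO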
FN deposition inh = fibronectin deposition inhibition; AH1F fibroblasts, Alexa488-fibronectin deposition fluorescence, overnight; inhibition, % at 12.6 µM; 350,000 compounds, 0.086% hits;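 active = mean inhibition across replicates of 30% or more, regardless of how many single replicates reach that level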;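 note: positive control wells lacked labelled fibronectin entirely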
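Material – AH1F fibroblast monolayer, labelled fibronectin deposition · Reagent – labelled fibronectin 24 nM · Timing – 1 h adhesion, overnight exposure · Measured by – fluorescence at 485 nm excitation, 525 nm emission · Read-out – inhibition of fibronectin deposition signal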
RAD54 inh = inhibitors of human RAD54 branch migration; Q92698; RAD54 Holliday junction branch migration, FAM/BHQ fluorescence; inhibition, % at 10.4 µM; 360,000 compounds, 0.14% hits; AID 602329;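 active = mean normalized replicate activity at least 40 and at least half of replicates scoring 40 or more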;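 note: 0% = median of neutral control wells and 100% = median of positive control wells; inhibitors cause a drop in the FAM fluorescence signal; in these data hits start at about 50%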
RAD52 inh = blocks human RAD52 DNA annealing; inhibition, % at 18.7 µM; recombinant RAD52 DNA annealing, FRET fluorescence; 360,000 compounds, 0.46% hits; P43351;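 active = every replicate showing at least 50% inhibition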
S100A4 MyoIIA = inhibitors of human S100A4 binding to myosin IIA peptide | inhibition, % at 10.7 µM | S100A4/TAMRA-MyoIIA peptide fluorescence polarization | AID 652163 | 360,000 compounds, 0.14% hits | P26447;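 active = mean inhibition of at least 70% across replicates, with every replicate also reaching that level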
Target sequence (P26447 whole entry, looked up): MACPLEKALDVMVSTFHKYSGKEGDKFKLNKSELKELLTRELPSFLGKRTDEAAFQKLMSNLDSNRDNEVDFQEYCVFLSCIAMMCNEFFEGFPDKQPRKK
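incubation = readout 5 min after mixing, signal stable up to 60 min | system = S100A4 monomer protein | buffer or medium = HEPES pH 7.2 with CaCl2, KCl, NaCl, DTT, Triton | benchmarks = neutral control DMSO, positive control TFP | also added = fluorescent myosin IIA peptide, 5 nM | compound dosing = one concentration per compound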
esBAF inh = inhibitors of esBAF chromatin remodeling in mouse ES cells; reporter increase, % at 12.5 µM; 350,000 compounds, 2% hits; Bmi1-luciferase knock-in reporter, 24 h; 100% = twice the neutral-well signal; in the data active = activation above about 40%;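 note: 0% = median of the plate's neutral control wells and 100% = double that signal; a rise in the Bmi1 reporter signal indicates esBAF inhibition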
An asterisk follows results filed as active; nt = no result given; & = joins results of further samples.

compound,XiGFP reactiv,esBAF inh,S100A4 MyoIIA,RAD54 inh,RAD52 inh,EWS-Fli inh,FN deposition inh,E-sel inducer
COc1cccc(CN2CC(C(=O)NCCC3=CCCCC3)CCC2=O)c1 (configuration not stated),-0.1,5,-3,-15,-8,nt,-4,0.7
CCOC(=O)/C(C#N)=C/c1c(N2CCCCCC2)nc2ccccn2c1=O,0.0,-13,-3,-10,15,10,2,-0.1
CCOC(=O)C1(Cc2cccc(OC)c2)CCCN(C(=O)c2cc(CC(C)C)[nH]n2)C1 (configuration not stated),0.2,nt,7,3,1,-74,5,nt
Nc1nc(NCc2ccco2)nc(Nc2cccc(F)c2)c1[N+](=O)[O-],-0.2,nt,1,-7,-14,3,3,0.2
Cc1noc(C)c1NC(=O)N(C)C[C@H]1Oc2cc(C#CCN(C)C)ccc2S(=O)(=O)N([C@H](C)CO)C[C@@H]1C,0.0,0,-2,-2,-8,4,-8,0.0
Cn1c(NC(=O)c2ccccc2NC(=O)C(C)(C)C)nc2ccccc21,0.2,3,-1,-12,-19,10,-13,0.1
O=C(Nc1ccc(N2CCN(C(=O)c3ccco3)CC2)cc1)c1ccc([N+](=O)[O-])cc1Cl,0.1,-1,0,-9,-12,5,nt,-0.6
C[C@@H]1CN([C@H](C)CO)C(=O)c2cc(NC(=O)Nc3ccccc3)ccc2O[C@@H](C)CCCCO[C@@H]1CN(C)Cc1ccc(C(=O)O)cc1,0.4,-3,5,7,7,-17,3,0.6
O=P(c1ccccc1)(c1ccccc1)C(O)c1ccccn1 (configuration not stated),0.1,nt,0,0,0,-3,-9,0.6
CCN(CC)C(=O)c1nc[nH]c1C(=O)O[C@@H](C)c1ccccc1,0.2,2,-3,-10,-5,4,-8,0.3
CCOc1ccc(C(=O)Nc2ccc(NC(=O)c3ccco3)c(Cl)c2)cc1Br,nt,1,2,1,-16,7,nt,nt
COc1cccc(CNC(=O)C2CCCN(S(=O)(=O)c3ccc4c(c3)C(C)(C)C(=O)N4C)C2)c1 (configuration not stated),0.0,2,3,-9,-11,13,-3,-1.7

Record cards, from the list above. Values in the order: XiGFP reactiv	esBAF inh	S100A4 MyoIIA	RAD54 inh	RAD52 inh	EWS-Fli inh	FN deposition inh	E-sel inducer
Shown for Cn1c(NC(=O)c2ccccc2NC(=O)C(C)(C)C)nc2ccccc21 → 0.2	3	-1	-12	-19	10	-13	0.1
Shown for Cc1noc(C)c1NC(=O)N(C)C[C@H]1Oc2cc(C#CCN(C)C)ccc2S(=O)(=O)N([C@H](C)CO)C[C@@H]1C → 0.0	0	-2	-2	-8	4	-8	0.0
Shown for O=C(Nc1ccc(N2CCN(C(=O)c3ccco3)CC2)cc1)c1ccc([N+](=O)[O-])cc1Cl → 0.1	-1	0	-9	-12	5	nt	-0.6
Shown for CCOc1ccc(C(=O)Nc2ccc(NC(=O)c3ccco3)c(Cl)c2)cc1Br → nt	1	2	1	-16	7	nt	nt
Shown for CCOC(=O)/C(C#N)=C/c1c(N2CCCCCC2)nc2ccccn2c1=O → 0.0	-13	-3	-10	15	10	2	-0.1

The listing continues.
compound,XiGFP reactiv,esBAF inh,S100A4 MyoIIA,RAD54 inh,RAD52 inh,EWS-Fli inh,FN deposition inh,E-sel inducer
O=C(CNC(=O)c1ccccc1)N=Nc1c(O)[nH]c2ccc(Br)cc12,0.0,-3,0,-3,-8,14,-2,nt
COc1ccc(CCNC(=O)C2CCN(C(=O)c3ccc(C(C)(C)C)cc3)CC2)cc1,0.0,38,-2,-23,-11,-19,-6,2.0
CCN(Cc1nc(-c2ccc(OC)cc2)no1)C(=O)c1ccoc1C,0.0,2,-1,6,-13,-6,6,nt
COc1ccc(CN(C)CC(=O)Nc2c(C)cccc2C)c(OC)c1,0.1,nt,1,nt,-9,3,6,nt
O=C(C[C@H]1C[C@@H]2c3cc(NC(=O)Nc4ccc(F)cc4)ccc3O[C@@H]2[C@H](CO)O1)NC1CCCCC1,-0.1,4,nt,-3,-12,1,-9,-0.3
O=C(Cn1[nH]c(=O)c2ccccc2c1=O)OCC(=O)c1ccc(F)c(F)c1,-1.1,-2,-12,-1,-14,-4,1,0.2
O=C(COC(=O)c1n[nH]c2ccccc12)NCCc1ccc(Cl)cc1,0.1,10,-3,4,-13,-2,nt,0.4
CCOC(=O)c1[nH]c(C)c(C(=O)N2CCOCC2)c1C,0.2,1,0,3,-9,1,5,0.0
Cc1ccc2nc(-c3ccc(NC(=O)CCS(=O)(=O)c4ccccc4)cc3)sc2c1,0.0,nt,1,nt,-65,70*,-12,nt
COc1ccc(NC(=O)Nc2ccc3c(c2)CC(=O)N([C@@H](C)CO)C[C@@H](C)[C@H](CN(C)Cc2ccc(C(F)(F)F)cc2)O3)cc1,-1.2,-2,nt,5,nt,21,nt,0.4
CCN(C(=O)COC(=O)CCOc1ccc(C(C)(C)C)cc1)c1c(N)n(Cc2ccccc2)c(=O)[nH]c1=O,0.1,4,-6,3,-10,5,-5,0.0
O=C1CC2(CCN(C(=O)c3ccc([N+](=O)[O-])cc3)CC2)Oc2ccccc21,0.1,0,20,11,-5,9,-2,-0.3
CO[C@@H]1CN(C)C(=O)c2cc(NS(=O)(=O)CC(F)(F)F)ccc2OC[C@H](C)N(C)C[C@H]1C,0.9,-1,2,8,4,-3,nt,0.0
CCOc1ccc2[nH]c3nc(SCC(=O)NC4CC4)nnc3c2c1,0.0,-1,6,-5,-11,2,1,nt
O=C1NC(=O)/C(=C\c2ccc(OCc3cccc(C(=O)O)c3)c(Cl)c2)N1,0.1,-29,19,-3,-20,25,-5,nt
CCOC(=O)Cn1cnc(C)c1,0.0,-1,0,9,-51,4,nt,-0.4
O=C(CCN1CCCCC1)NCC[C@H]1CC[C@H](NC(=O)C2CCOCC2)[C@@H](CO)O1,0.0,-3,3,0,0,-2,-15,0.7
CCc1cccc2c1Sc1ccccc1CC2N1CCNCC1 (configuration not stated),0.0,nt,6,nt,55*,15,3,nt
Cc1ccc(C(=O)N2c3ccccc3CC2C)o1 (configuration not stated),0.0,10,4,4,-15,-83,-14,5.3
CC(=O)OC[C@@H]1CN(Cc2ccccc2)C[C@H](n2cnc3c(NC4CCC4)ncnc32)O1,0.0,-5,3,2,-15,-17,-6,-0.5
C[C@H](CO)N1C[C@H](C)[C@H](CN(C)S(=O)(=O)c2ccc(Cl)cc2)Oc2ccc(NS(=O)(=O)c3cn(C)cn3)cc2C1=O,0.0,-2,7,5,10,-4,nt,-0.3
COc1ccc(CCNC(=O)c2ccccc2-c2ccccc2C(=O)O)cc1OC,0.1,-5,-2,2,-5,0,-11,0.0
Cc1occc1-c1nnc(SCC(=O)Nc2ccccc2)n1C(C)c1ccccc1 (configuration not stated),nt,7,0,0,-7,nt,nt,nt
Cc1[nH]c(C)c(S(=O)(=O)NCC(C)c2ccccc2)c1C(=O)N1CCCCC1 (configuration not stated),0.0,1,-10,18,-3,nt,1,nt

RAD52 inh, entries above that show a hit
compound	esBAF inh	S100A4 MyoIIA	RAD52 inh
CCc1cccc2c1Sc1ccccc1CC2N1CCNCC1 (configuration not stated)	nt	6	55*

Next structures follow:
compound,XiGFP reactiv,esBAF inh,S100A4 MyoIIA,RAD54 inh,RAD52 inh,EWS-Fli inh,FN deposition inh,E-sel inducer
O=C(NCCC1CC1(Cl)Cl)c1ccc([N+](=O)[O-])cc1 (configuration not stated),0.0,27,-1,-2,9,-23,-4,0.0
CO[C@H]1CC[C@H]2CCOc3ccc(C#N)cc3C(=O)N(C)C[C@H](OC)[C@H](C)C(=O)N(C)C[C@@H]1O2,0.2,-2,-1,5,4,2,-8,0.1
O=C(O)CC/C(=N\Nc1ccc([N+](=O)[O-])cc1S(=O)(=O)N1CCOCC1)c1cccs1,0.3,2,-3,-5,-50,14,2,4.9
CCn1cc(S(=O)(=O)c2ccccc2)c(=O)c2cc(F)c(N3CCN(C)CC3)cc21,0.0,-4,1,-2,1,-4,6,nt
O=C(Nc1cccnc1)c1cc(Br)c(Br)s1,0.2,19,-5,0,1,-57,-7,-0.1
CCCCOC(=O)c1ccc(N=Nc2c(C)c(C#N)c(O)[nH]c2=O)cc1,nt,35,0,nt,-138,-5,10,-0.3
Cc1[nH]nc(N=CC2=C(O)CC(C)(C)CC2=O)c1-c1ccccc1,0.2,45*,2,5,1,-40,8&1,1.8
CO[C@H]1CN(C)C(=O)c2ccc(NC(=O)C3CCCC3)cc2OC[C@@H](C)N(Cc2cocn2)C[C@H]1C,0.1,-5,-2,1,-2,2,nt,0.2
Cc1cc(OCCCn2ccnc2)ccc1C(C)C,-0.1,13,-10,1,-39,-1,6,nt
COc1ccccc1C(=O)Nc1ccnn1C1CCN(Cc2cn(C)c3ccccc23)CC1,0.0,0,-1,-12,0,18,-12,nt
Cc1cc(C(F)(F)F)n2nc(-c3cccs3)cc2n1,0.2,64*,-3,nt,-6,-49,3,1.5
Cc1cc(=O)[nH]c(SCC(=O)NCc2ccc3c(c2)OCO3)n1,0.1,-1,-6,nt,-3,-4,5,-0.1
N#CC1=C(N)Oc2c(ccc3cccnc23)C1c1ccccc1 (configuration not stated),0.3,-20,-2,-12,-32,59*,36*,1.8
Cc1cccc(N(Cc2ccccc2)C(=O)c2cc(S(=O)(=O)N3CCOCC3)ccc2F)c1,0.2,4,-6,-14,-2,4,3,nt
C[C@@H]1O[C@@H](OCCC(=O)O)[C@H](O)C[C@H]1O,0.1,-1,0,-6,-11,-3,-2,-0.1
Cc1nnc(SCC(=O)N2N=C(c3ccc(Cl)cc3)CC2c2ccco2)[nH]c1=O (configuration not stated),0.0,nt,14,nt,-41,-19,-9,-0.1
CCC(=O)N1C[C@H](C)[C@H](OC)CN(C)C(=O)c2cc(NC(=O)c3cc(C)on3)ccc2OC[C@@H]1C,0.4,-2,nt,nt,nt,-5,-5,0.0
C[C@@H]1CN([C@@H](C)CO)C(=O)Cc2cc(NC(=O)Nc3ccc(C(F)(F)F)cc3)ccc2O[C@@H]1CN(C)C(=O)Nc1ccccc1,0.4,-2,-1,1,-2,43,nt,2.0
Fc1ccccc1-n1cn[nH]c1=S,0.0,nt,-3,nt,-8,-21,-3,nt
O=C(C[C@@H]1C=C[C@@H](NC(=O)Nc2ccc3c(c2)OCO3)[C@H](CO)O1)NCc1ccc(F)cc1,-0.1,-5,-9,-3,-2,-1,nt,-2.6
CCCn1c(=O)c(C(=O)NCc2ccccc2)c(O)c2ccccc21,0.4,-6,3,4,-210,19,-6,nt
CC(=O)c1ccc(N2CCN(S(=O)(=O)c3cc4c(cc3C)NC(=O)CO4)CC2)cc1,0.0,-1,-4,-12,-21,nt,-1,0.6

Random draw from the library (roughly 3% active in at least one column).
